ARNT-TACC3 inh = ARNT/TACC3 interaction disruption; AlphaScreen His-ARNT PAS-B/GST-TACC3 binding, luminescence; TACC3 fragment carries E629A point mutation; inhibition, % at 9.99 µM; 390,000 compounds, 0.66% hits;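 active = mean inhibition of replicates at least 50% and at least half of replicates each reaching 50%; inconclusive = half or more replicates reach 50% but mean below 50%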;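 note: 0% = complete ARNT plus TACC3 wells and 100% = ARNT alone without TACC3; many hits fall short of the cut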
esBAF inh = inhibitors of esBAF chromatin remodeling in mouse ES cells. Bmi1-luciferase knock-in reporter, 24 h; 100% = twice the neutral-well signal. reporter increase, % at 12.5 µM. 350,000 compounds, 2% hits; in the data active = activation above about 40%; inconclusive = no clear call, values can overlap the other calls;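 note: 0% = median of the plate's neutral control wells and 100% = double that signal; a rise in the Bmi1 reporter signal indicates esBAF inhibition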
RAD54 branch = inhibitors of human RAD54 branch migration; 360,000 compounds, 0.14% hits; RAD54 Holliday junction branch migration, FAM/BHQ fluorescence; inhibition, % at 10.4 µM;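 active = mean normalized replicate activity at least 40 and at least half of replicates scoring 40 or more; inconclusive = only one of the two criteria met; inactive = mean below 40 and under half of replicates reaching 40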;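 note: 0% = median of neutral control wells and 100% = median of positive control wells; inhibitors cause a drop in the FAM fluorescence signal; in these data hits start at about 50%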
Target sequence (Q92698 whole entry, looked up): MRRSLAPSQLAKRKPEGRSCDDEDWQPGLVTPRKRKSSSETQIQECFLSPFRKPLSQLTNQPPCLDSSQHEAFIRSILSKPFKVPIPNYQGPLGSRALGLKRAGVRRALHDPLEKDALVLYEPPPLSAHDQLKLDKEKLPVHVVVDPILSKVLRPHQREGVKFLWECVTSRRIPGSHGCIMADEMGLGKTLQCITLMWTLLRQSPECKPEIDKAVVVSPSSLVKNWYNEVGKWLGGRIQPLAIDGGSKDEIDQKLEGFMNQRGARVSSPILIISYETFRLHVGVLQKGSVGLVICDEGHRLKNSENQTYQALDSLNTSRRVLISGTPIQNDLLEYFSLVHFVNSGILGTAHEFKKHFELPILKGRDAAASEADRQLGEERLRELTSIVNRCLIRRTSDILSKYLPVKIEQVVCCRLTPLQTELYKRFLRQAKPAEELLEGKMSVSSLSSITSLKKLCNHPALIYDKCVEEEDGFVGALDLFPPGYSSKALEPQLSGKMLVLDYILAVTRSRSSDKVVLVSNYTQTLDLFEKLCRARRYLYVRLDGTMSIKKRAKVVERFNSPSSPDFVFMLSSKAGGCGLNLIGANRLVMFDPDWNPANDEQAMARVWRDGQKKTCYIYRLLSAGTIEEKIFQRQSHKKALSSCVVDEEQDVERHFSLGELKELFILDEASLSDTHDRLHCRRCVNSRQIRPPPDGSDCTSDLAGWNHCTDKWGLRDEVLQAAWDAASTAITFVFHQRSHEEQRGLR
An asterisk follows results filed as active; ? = inconclusive. Some of the compounds tested, so the mix of outcomes need not match the whole.

Sample of the layout:
SMILES	ARNT-TACC3 inh	esBAF inh	RAD54 branch
CCOC(=O)N1CCN(C(=O)c2ccc3c(c2)NC(=O)C(N2CCOCC2)S3)CC1 (stereo unspecified)	-7	1	3
COc1ccc(N2CCN(S(=O)(=O)c3cccc(C(F)(F)F)c3)CC2)cc1	-2	14	8
Cc1cc(N)c2cc(NC(=O)/C=C/c3ccccc3Cl)ccc2n1	10	-82	0
Cc1ccc(NC(=O)Nc2nc(-c3ccc(C)s3)cs2)cc1	-4	27	-4

This part in full, repeating the preview:
SMILES	ARNT-TACC3 inh	esBAF inh	RAD54 branch
CCOC(=O)N1CCN(C(=O)c2ccc3c(c2)NC(=O)C(N2CCOCC2)S3)CC1 (stereo unspecified)	-7	1	3
COc1ccc(N2CCN(S(=O)(=O)c3cccc(C(F)(F)F)c3)CC2)cc1	-2	14	8
Cc1cc(N)c2cc(NC(=O)/C=C/c3ccccc3Cl)ccc2n1	10	-82	0
Cc1ccc(NC(=O)Nc2nc(-c3ccc(C)s3)cs2)cc1	-4	27	-4
CCOC(=O)c1sc(NC(=O)CSc2nc(C)cc(-c3ccccc3)n2)c(C#N)c1C	-4	-13	5
COC(=O)C1=C(C)N(CCC2=CCCCC2)C(=O)C1	-6	1	-3
Cc1cc(C(=O)NCc2ccccc2)c(=O)[nH]c1C	-8	3	-10
CCCc1cc2c(=O)c(-c3ccc4c(c3)OCCO4)c(C)oc2cc1OS(C)(=O)=O	-1	-15	-11
CC1CC(C)CN(C(=O)COC(=O)CNS(=O)(=O)/C=C/c2ccccc2)C1 (stereo unspecified)	-1	-2	-2
Cc1cc(Br)ccc1NC(=O)CNC(=O)CN(C)Cc1nc2ccccc2c(=O)[nH]1	2	2	-3
Cc1ccc2nc(NCc3ccco3)c(C=NCc3ccco3)c(=O)n2c1	18	-2	-1
CCOC(=O)c1cccc(-n2c(C)nc3ccccc3c2=O)c1	-1	35	5
CCCC(=O)N1c2ccc(-c3csc(N)n3)cc2CC1C (stereo unspecified)	24	41*	-1
CC#CCCCC(=O)Nc1ccccc1C(=O)O	1	?	-1
O=C(CSc1nnc(-c2cccs2)n1Cc1ccco1)c1ccc2c(c1)OCO2	-8	2	-8
Cc1nc(N2CCOCC2)nc2c1CCCC2	-2	9	3
CCN(CC)C(=O)C1CCN(CC2CC=CCC2)CC1 (stereo unspecified)	0	-3	3
CCOc1ccc(OCC)c(NC(=O)CN2CCN(c3cc(C)ccc3C)CC2)c1	-20	-1	-6
Cc1n[nH]c(=O)nc1NC(C)c1ccccc1 (stereo unspecified)	4	1	3
CCN(CC)CCN1C(=O)c2ccccc2NC1c1ccccc1F (stereo unspecified)	-5	-2	6
CC(C)NC(=O)CCS(=O)(=O)c1ccc(Br)s1	-11	-5	-5
COC(=O)c1cc(Br)c(=O)n(-c2ccc(OC)cc2)c1	-8	1	-2
CCCNC(=O)C(=O)c1cccn1-c1ccsc1C(=O)OC	7	-5	4
C=CCn1c(COc2ccccc2)nnc1SCC(=O)N/N=C/c1ccc(C)cc1	-8	6	-1
Cc1cc(Cl)c(S(=O)(=O)Nc2ccon2)cc1OCC(=O)NC1CCCCC1	0	-7	-6
CN(C)CCN1C(=O)c2oc3ccccc3c(=O)c2C1c1cccc(Br)c1 (stereo unspecified)	6	0	-1
Cc1cc(=O)oc2cc(OCC(=O)N3CCCc4ccccc43)ccc12	-5	1	4
O=C(COc1cccc2ccccc12)NNC(=O)[C@@H]1CCCC[C@@H]1C(=O)O	-5	-4	1
CN1CCN(/C=N/c2sc3c(c2C#N)CCCCC3)CC1	-10	81*	0
Cc1c(CCO)c(=O)[nH]n1C(=O)c1ccc(F)cc1	-3	0	0
CCOc1ccc(CCNC(=O)C2CC(=O)N(C3CCCC3)C2)cc1OCC (stereo unspecified)	3	-5	4
O=C(Nc1ccc(F)cc1)N(CCCN1CCOCC1)Cc1cc2cc3c(cc2[nH]c1=O)OCCO3	25	-4	4
COc1ccc(-c2noc(CCCc3ccccc3)n2)cc1OC	-5	10	-7
CCOC(=O)C1CCCN(C(=O)c2cn(CC(C)C)c(=O)c3cc(OC)c(OC)cc23)C1 (stereo unspecified)	-1	2	-13
CCN1c2ccccc2-c2nc3ccccc3n2C1c1ccncc1 (stereo unspecified)	-1	5	4
CCc1ccccc1NC(=S)NCc1ccc2c(c1)OCO2	-7	0	-15
CSc1cccc(NC(=O)C(C)NS(=O)(=O)c2ccc(F)cc2)c1 (stereo unspecified)	-6	13	-11
O=S(=O)(/C=C/c1ccccc1)Nc1ccc2c(c1)OCO2	1	-6	-3
CC1=C/C(=C/N(C)c2ccccc2)C(=O)S1	-1	2	-3
CCC(=O)Nc1ccc2oc(-c3cccc(C)c3)nc2c1	-5	-45	-7
O=S(=O)(/N=C(/Sc1ccccc1)c1ccccc1)c1ccccc1	-3	1	-7
CC1(C)CC(C)(c2ccc(O)cc2O)N(c2cccc(Cl)c2)C(=S)N1 (stereo unspecified)	-2	-12	-6
COC(=O)c1ccc(CS(=O)(=O)c2ccc(C)cc2)cc1	-32	1	-6
Cc1c(C=O)c2ccccc2n1CC(=O)N1CCc2ccccc2C1	1	0	-9
CCOC(=O)c1sc(NC(=O)CSc2nnc(C)s2)c(C(=O)OCC)c1C	-2	12	-9
CCOC(=O)N1CCC(NC(=O)CCc2nc(-c3ccccc3F)no2)CC1	-3	0	-5
Cn1c(SCC(N)=O)nnc1C1CCN(S(=O)(=O)c2ccccc2C(F)(F)F)CC1	-3	-4	-7
CCC(Sc1nnnn1C)C(=O)Nc1ccc(C(C)=O)cc1 (stereo unspecified)	0	30	-5
O=[N+]1C2=C(CCCC2)N([O-])C12CCCC2	-20	0	-3
COc1ccc(OCC(=O)Nc2cccc3ncccc23)cc1	-44	0	-1
NC(=O)c1ccccc1NC(=O)/C=C/c1c(Cl)cccc1Cl	-9	33	-5
COC(=O)C(Cc1ccc(O)cc1)NC(=O)c1ccccc1OC (stereo unspecified)	-2	8	-4
CCOc1ccc(NC(=O)Nc2cccs2)cc1	-7	16	-2
O=S(=O)(c1ccc(Oc2ccc(Br)cc2)cc1)N1CCOCC1	20	0	-4
CCOC(=O)C1CCN(CC(O)COc2ccc(C(C)(C)C)cc2)CC1 (stereo unspecified)	3	-6	-10
CCC(=O)N1CCN(c2ccc(NC(=S)NC(=O)c3cccc([N+](=O)[O-])c3)cc2)CC1	-1	-2	-4
Cn1c(SCc2ccccn2)nnc1-c1cnccn1	-12	22	-8
CCN(CC)S(=O)(=O)c1ccc(S(=O)(=O)N2CCN(C(=O)c3ccco3)CC2)cc1	-5	-1	3
CC1CCCCN1C(=O)CSc1nc(-c2ccccc2)cc(=O)[nH]1 (stereo unspecified)	21	2	7
CCOC(=O)N1CCN(C(=O)CCSc2ccc(C)cc2)CC1	-3	14	-2
Next results follow.
SMILES	ARNT-TACC3 inh	esBAF inh	RAD54 branch
CCN(CC)CCCN1C(=O)C(O)=C(C(=O)c2ccco2)C1c1ccc(OC(C)C)cc1 (stereo unspecified)	-1	6	-2
CCOC(=O)C1(c2nc(N)cs2)COC(=O)C1 (stereo unspecified)	6	-5	-2
Cc1cccc(C(C)Nc2ccc([N+](=O)[O-])cn2)c1 (stereo unspecified)	3	-4	4
CC(=O)Nc1cc(S(=O)(=O)Nc2cccc(C)c2)c(C)cc1C	-2	-5	0
CCc1nn(C(C)C(=O)NCCc2ccc(OC)c(OC)c2)c(=O)c2cc3occc3n12 (stereo unspecified)	-15	1	1
O=C(c1cc(S(=O)(=O)N2CCOCC2)c(Cl)cc1Cl)N1CCCCC1	-5	2	0
Cc1cc(C)nc(N2CCC(C(=O)NCc3cccs3)CC2)n1	1	-3	-2
Cc1cccc(C)c1NC(=O)C1CCCN1S(=O)(=O)c1ccc2c(c1)n(C)c(=O)c(=O)n2C (stereo unspecified)	-2	5	2
CC1Cc2ccccc2N1C(=O)CSc1nc2c(c(=O)n(C)c(=O)n2C)n1Cc1ccccc1 (stereo unspecified)	-4	10	-10
c1ccc2c(Cn3nnc4ccccc43)cccc2c1	26	-5	0
CCOC(=O)CNC(=O)CSc1nnc(-c2ccccc2)n1Cc1ccco1	-1	-8	-7
CCOC(=O)CN(C(=O)c1ccccc1)c1ccccc1C	-3	-8	10

Part of the list above in order of molar mass, low to high:
SMILES	ARNT-TACC3 inh	esBAF inh	RAD54 branch
CC(=O)Nc1cc(S(=O)(=O)Nc2cccc(C)c2)c(C)cc1C	-2	-5	0
CCOC(=O)CNC(=O)CSc1nnc(-c2ccccc2)n1Cc1ccco1	-1	-8	-7
CCc1nn(C(C)C(=O)NCCc2ccc(OC)c(OC)c2)c(=O)c2cc3occc3n12 (stereo unspecified)	-15	1	1
CCN(CC)CCCN1C(=O)C(O)=C(C(=O)c2ccco2)C1c1ccc(OC(C)C)cc1 (stereo unspecified)	-1	6	-2
Cc1cccc(C)c1NC(=O)C1CCCN1S(=O)(=O)c1ccc2c(c1)n(C)c(=O)c(=O)n2C (stereo unspecified)	-2	5	2

Following part:
SMILES	ARNT-TACC3 inh	esBAF inh	RAD54 branch
CCC(Cc1ccccc1)NC(=O)C1CCN(S(=O)(=O)c2c(C)noc2C)CC1 (stereo unspecified)	8	1	5
CCOC(=O)Cc1csc(NC(=O)CS(=O)(=O)Cc2ccccc2)n1	-1	0	-3
C=CCOC(=O)C(C#N)c1nc2ccccc2nc1N1CCCC1 (stereo unspecified)	17	-2	-7
O=c1cc(-c2ccc(O)c(O)c2)oc2cc(O[C@@H]3O[C@H](CO)[C@@H](O)[C@H](O)[C@H]3O)cc(O)c12	19	6	45
COC(=O)c1ccc(NC(=O)C23CC4CC(C2)CC(n2cnc(Cl)n2)(C4)C3)cc1	-4	-14	4
CC1CC(C)(C)Nc2ccc(OC(=O)c3ccco3)cc21 (stereo unspecified)	7	-67	4
Clc1ccc(CSc2nncn2-c2ccccn2)cc1	-5	7	7
Cc1ccccc1NC(=S)NCCc1ccccn1	33	7	4
Cc1cccc(C)c1OCCSc1n[nH]c(N)n1	-2	11	3
CCCC1c2ccc(C)n2CCN1C(=O)Nc1ccc(F)cc1 (stereo unspecified)	-2	4	-20
COC(=O)CCN(C(=O)c1ccc(OC(C)=O)cc1)c1ccccn1	-1	-10	5
CC(C)(C)c1ccc(CSc2nc(N)cc(=O)[nH]2)cc1	2	8	8
O=C1CC(c2ccccc2)CC(O)=C1C=NCc1ccc(Cl)c(Cl)c1 (stereo unspecified)	-3	-2	-5
CCC1(C)Cc2nc3sc(C(=O)O)c(N)c3cc2CO1 (stereo unspecified)	-9	18	-2
COC(=O)c1c(-c2cccc(C)c2)csc1N	-3	1	-2
CC(=O)Nc1cccc(-c2nnc(SCC(=O)n3c4c(c5ccccc53)CCCC4)n2C)c1	-3	-1	-1
CC1SC(=NC(=O)C(C)N2C(=O)c3ccccc3C2=O)NC1=O (stereo unspecified)	-4	-5	-24
CCn1c(SCC(=O)C(C)(C)C)nnc1-c1ccccc1OC	1	-1	-8

An excerpt from above in order of their number in ARNT-TACC3 inh, rising:
Compound	ARNT-TACC3 inh
CCC1(C)Cc2nc3sc(C(=O)O)c(N)c3cc2CO1 (stereo unspecified)	-9
COC(=O)c1c(-c2cccc(C)c2)csc1N	-3
CCn1c(SCC(=O)C(C)(C)C)nnc1-c1ccccc1OC	1
